Assay outcomes deposited in PubChem BioAssay by several laboratories.
NPY-Y1 antag – antagonists of human neuropeptide Y receptor Y1; P25929; HEK293-CNG Y1 cells, membrane potential fluorescence; NPY at EC95, then isoproterenol; inhibition, % at 3.6 µM; actives 1% (n = 200,000); AID 1040;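 active means inhibition above the campaign mean inhibition of all tested compounds plus 3 SD, cut at about 20% in these data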;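 further: 0% = DMSO wells given NPY plus isoproterenol and 100% = isoproterenol alone without NPY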
Target sequence (P25929 whole entry, looked up): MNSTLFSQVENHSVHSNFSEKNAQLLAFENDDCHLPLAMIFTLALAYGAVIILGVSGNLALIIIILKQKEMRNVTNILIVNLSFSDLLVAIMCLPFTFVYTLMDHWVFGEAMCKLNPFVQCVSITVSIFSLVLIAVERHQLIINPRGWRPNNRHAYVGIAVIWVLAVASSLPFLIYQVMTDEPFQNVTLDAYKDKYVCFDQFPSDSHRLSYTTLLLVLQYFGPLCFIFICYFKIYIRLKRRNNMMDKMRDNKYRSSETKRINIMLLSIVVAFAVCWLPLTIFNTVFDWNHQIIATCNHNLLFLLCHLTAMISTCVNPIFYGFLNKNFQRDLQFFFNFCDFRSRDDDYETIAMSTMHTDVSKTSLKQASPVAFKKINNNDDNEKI
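Material: HEK293 Y1/CNG channel cell line | Also added: NPY (25 nM), isoproterenol (1 µM), Ro 20-1724 (25 µM) | Compound: One concentration, 3.6 µM, in 0.4% DMSO | Schedule: 3 h dye uptake, 1 h room-temperature compound, 45 min post-isoproterenol | Signal: Membrane-potential fluorescent dye readout | Read-out: % inhibition of NPY effect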
NPY1 pot ag – human NPY-Y1 potentiation or agonism, primary screen | P25929 | NPY-Y1 expressing cells, potentiator/agonist activation | activation, % at 3.6 µM | actives 0.37% (n = 220,000); in the data active means activation above about 33%, passing the limit was not always enough;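 further: cells stimulated with NPY at EC10 then isoproterenol at EC100; 0% = low agonist plus stimulus and 100% = saturating agonist plus stimulus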
BaF3 parental – parental Ba/F3 viability inhibition as JAK2V617F counter-screen. AID 1486. actives 1.1% (n = 220,000). inhibition, % at 5.6 µM. CellTiter-Glo ATP luminescence;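 active means inhibition above a per-campaign cutoff, the mean inhibition of all tested compounds plus 3 SD, cut at about 27% in these data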;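 further: 0% = DMSO wells and 100% = JAK Inhibitor I control wells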
S1P4 agonist – activates the human S1P4 receptor; O95977; S1P4-expressing cell line, agonist reporter assay; activation, % at 4.98 µM; actives 0.35% (n = 220,000); AID 1509; in the data active means activation above about 11%;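 further: 0% = DMSO vehicle and 100% = reference agonist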
Ba/F3 V617F tox – reduce viability of Ba/F3 cells dependent on JAK2V617F; Ba/F3 EpoR-JAK2V617F viability, ATP luminescence; inhibition, % at 5.6 µM; AID 1446; actives 1.1% (n = 220,000);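 active means inhibition above the campaign mean plus 3 SD over all tested compounds, cut at about 24% in these data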;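 further: cytokine-independent growth of Ba/F3 cells driven by EpoR plus mutant JAK2; 0% = DMSO-treated cells and 100% = JAK inhibitor I control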
NPY-Y2 PAM-ag – human NPY-Y2 potentiation or agonism, primary screen; P49146; cells expressing NPY-Y2, potentiator/agonist read-out; activation, % at 3.6 µM; actives 0.45% (n = 220,000); AID 1359; in the data active means activation above about 27%;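 further: cells stimulated with NPY near EC25 plus isoproterenol at EC100; 0% = vehicle plus submaximal agonist and 100% = vehicle plus saturating agonist; some results beyond the cut were filed as inactive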
Target sequence (P49146 whole entry, looked up): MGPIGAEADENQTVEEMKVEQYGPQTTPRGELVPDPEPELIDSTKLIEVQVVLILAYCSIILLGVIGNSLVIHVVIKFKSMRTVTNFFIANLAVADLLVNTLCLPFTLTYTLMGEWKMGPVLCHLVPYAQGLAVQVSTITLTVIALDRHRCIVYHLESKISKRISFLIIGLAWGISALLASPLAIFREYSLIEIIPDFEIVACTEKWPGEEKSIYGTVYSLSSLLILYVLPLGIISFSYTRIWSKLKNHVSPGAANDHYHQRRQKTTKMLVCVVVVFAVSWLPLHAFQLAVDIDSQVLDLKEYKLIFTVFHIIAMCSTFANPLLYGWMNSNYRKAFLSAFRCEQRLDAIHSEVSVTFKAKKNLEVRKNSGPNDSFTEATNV
RBBP9 inh – blocks human serine hydrolase RBBP9. O75884. recombinant RBBP9, FP-Rh probe fluorescence polarization. inhibition, % at 7.94 µM. actives 0.2% (n = 220,000). AID 1515;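 active means inhibition above the campaign mean of all tested compounds plus 3 SD, cut at about 14% in these data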;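 further: plate controls were DMSO wells with RBBP9 for no effect and wells lacking RBBP9 protein for full effect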
Target sequence (O75884 whole entry, looked up): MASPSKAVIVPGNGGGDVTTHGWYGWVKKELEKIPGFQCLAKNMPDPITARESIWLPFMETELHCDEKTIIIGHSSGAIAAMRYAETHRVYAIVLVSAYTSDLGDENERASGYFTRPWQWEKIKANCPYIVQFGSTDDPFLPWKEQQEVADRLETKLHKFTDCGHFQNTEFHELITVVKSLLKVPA
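Controls: DMSO-treated enzyme wells and wells lacking RBBP9 | Material: RBBP9 protein | Technique: Fluorescence polarization | Replication: Single well per compound, no replicates | Buffer or medium: Tris-NaCl-Pluronic buffer, pH 8.0 | Timing: 30 min compound preincubation, 45 min probe labeling, 25 °C | Read-out basis: Percent inhibition from mP, scaled between DMSO and no-protein wells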
S1P4 antag – human S1P4 receptor antagonism | S1P4-expressing cells, antagonist mode, reporter read-out | inhibition, % at 4.98 µM | actives 0.26% (n = 220,000); in the data active means inhibition above about 29%;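 further: 0% = wells stimulated with agonist and 100% = vehicle wells without agonist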
Runt-CBFb FRET – Runt domain-CBFb interaction inhibition; Q01196+Q13951; Cerulean-Runt/Venus-CBFb FRET ratio 530/480, 1 h; inhibition, % at 20 µM; actives 0.46% (n = 220,000);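 active means inhibition over about 50% at 20 µM in the single-dose screen, limit read from the data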;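 further: 0% = DMSO wells and 100% = excess unlabeled CBFb competitor control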
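Assay system: Cerulean-Runt domain / Medium: Tris 50 mM pH 7.5, KCl, K2SO4, 0.01% BSA / Timing: protein complex preformed 1 h, compound exposure 1 h, room temperature, dark / Measured by: FRET, excitation 422 nm, emission at 530 and 480 nm / Evaluation: loss of energy transfer signal / Control set: 5 µM unlabeled CBFb as full-inhibition high control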
* = called active by the depositor; / = no result given.

SMILES	NPY-Y1 antag	NPY1 pot ag	BaF3 parental	S1P4 agonist	Ba/F3 V617F tox	NPY-Y2 PAM-ag	RBBP9 inh	S1P4 antag	Runt-CBFb FRET
CC(=O)Nc1cccc(/C(C)=N/NC(N)=S)c1	8	4	5	0.5	2	1	-5	-10	-2
FC(F)(F)c1nnc2ccc(Cl)nn12	-1	4	8	3.5	1	7	-3	3	-1
CC(C)OC(=O)c1cn(-c2ccccc2)nc1-c1ccc2c(c1)OCCO2	15	-20	7	3.3	4	-28	-2	15	-2
C=C(C)[C@@H]1CCC2(C(=O)O)CC[C@]3(C)[C@H](CC[C@@H]4[C@@]5(C)CCC(=O)C(C)(C)[C@@H]5CC[C@]43C)[C@@H]12 (some centres undefined)	5	-24	1	0.1	-4	9	-11	8	-3
Cc1ccnc(N/C=C(\C#N)c2nc(-c3cccc(Br)c3)cs2)c1	2	-38	1	-2.4	0	-12	5	-3	-53
COc1ccc(C(=O)Nc2cc(C(F)(F)F)ccc2-n2cncn2)cc1	-1	-1	5	2.9	1	-8	-12	2	2
Clc1cc(Cl)cc(Nc2ncn[nH]2)c1	-4	7	7	-0.1	3	2	-5	-35	0
Cc1ccc(S(=O)(=O)N2CCC(=O)N(C(COCc3cccc(C)c3)C(C)C)CC2)cc1 (centres undefined)	5	-11	3	0.8	-5	7	-3	6	-8
COc1ccc(-n2c(-c3ccc(C)cc3)n[nH]c2=S)cc1	-1	10	3	1.3	-1	-4	-8	-9	10
CCc1nnc(NC(=O)CCC(=O)NCc2ccccc2OC)s1	0	-4	-1	0.4	0	-5	-8	5	/

Single values from the list:
For RBBP9 inh, FC(F)(F)c1nnc2ccc(Cl)nn12 has the entry -3
For NPY-Y2 PAM-ag, CC(=O)Nc1cccc(/C(C)=N/NC(N)=S)c1 has the entry 1
For NPY1 pot ag, C=C(C)[C@@H]1CCC2(C(=O)O)CC[C@]3(C)[C@H](CC[C@@H]4[C@@]5(C)CCC(=O)C(C)(C)[C@@H]5CC[C@]43C)[C@@H]12 (some centres undefined) has the entry -24

Remaining list, next part
SMILES	NPY-Y1 antag	NPY1 pot ag	BaF3 parental	S1P4 agonist	Ba/F3 V617F tox	NPY-Y2 PAM-ag	RBBP9 inh	S1P4 antag	Runt-CBFb FRET
Fc1ccc(NC(=S)Nc2cccc3cnccc23)cc1	-3	-1	10	-1.6	0	-5	-3	9	37
O=C(NC1CCCCCCC1)C1CCN(S(=O)(=O)N2CCC3(CC2)OCCO3)CC1	-5	-3	3	1.5	-1	-4	-3	-19	-4
COc1ccc(-c2noc(CN(C)S(=O)(=O)c3ccccc3)n2)cc1OC	5	-15	5	-0.5	-1	17	-7	-13	/
COc1cccc(/C=C/C(=O)OCC(=O)Nc2cccc(S(=O)(=O)N3CCCCC3)c2)c1OC	-4	-44	10	0.0	1	2	-23	-4	-3
O=C(CN1CCOCC1)Nc1ccc(Br)cn1	0	0	8	-2.2	-2	-4	-4	-6	0
COC(=O)CSc1nnc(SCc2ccc(Cl)cc2)s1	4	-8	4	0.7	-2	-5	-1	-28	-1
O=C(COc1ccc(Cl)cc1)NCc1nnc(SCC(=O)N2CCCc3ccccc32)o1	5	3	-2	2.1	-2	-3	-14	-1	1
CC(=O)c1cc(CN2CCC(N3CCC(C(=O)NC(C)C)CC3)CC2)cs1	2	11	5	0.8	-1	3	-6	-7	1
CCC(=O)Oc1ccc(/C(CC)=C(\CC)c2ccc(OC(=O)CC)cc2)cc1	-5	3	0	-0.5	-4	6	-7	-11	-4
COC(=O)c1cn(Cc2ccc(C(F)(F)F)cc2)cc(F)c1=O	/	9	0	0.2	-5	-11	-1	-1	1
Cn1nc(C(=O)N2CCN(C(c3ccccc3)c3ccccc3)CC2)c2ccccc2c1=O	/	-17	3	0.2	-2	-2	2	14	0
Cc1cc(C)cc(NC(=O)COC(=O)CCCNC(=O)c2ccc(Cl)cc2)c1	10	-17	-4	0.2	-3	-9	-10	-3	-6
Cn1c(-c2ccc(-c3ccccc3)cc2)c[nH]c1=S	-1	-5	2	1.0	7	-7	-8	-10	1
Clc1ccc2nc(SCc3nnc(-c4ccccc4)o3)[nH]c2c1	10	-26	4	0.6	-4	-21	-3	0	-3
Nc1nc(Nc2ccccc2Cl)cc(=O)[nH]1	/	-3	1	-0.1	-1	-7	-3	-5	3
Cc1cccc(-n2c(-c3ccco3)n[nH]c2=S)c1	-1	0	3	-0.3	-4	16	-4	1	0
Cc1ccc(NC(=O)c2oc3ccccc3c2C)c([N+](=O)[O-])c1	5	-7	2	1.6	-3	0	-1	-7	-2
COc1ccccc1OCc1nnc(SCC(=O)NCc2ccco2)n1Cc1ccco1	-1	-22	0	0.0	-2	5	-3	-28	18
Cc1cccc(NC(=O)Nc2cccc(C#N)c2)n1	3	-8	0	2.1	-1	6	-4	-2	-2
Cc1[nH][nH]c(=O)c1C=NCc1cccs1	7	13	5	4.8	-1	6	-6	-17	0
CCOc1cccc2c1OC1(C)CC2NC(=O)N1c1ccc(OC)cc1 (centres undefined)	-1	0	4	0.2	3	12	-7	-14	0
Cc1ccc(Cn2cnc3sc4c(c3c2=O)CCC4)c(C)c1	5	-37	-1	2.5	-3	-17	-8	-42	-5
O=C(Nc1nnc(C2CC2)s1)C1Cc2ccccc2CN1S(=O)(=O)c1cccs1 (centres undefined)	-5	10	-1	-2.1	-2	-2	-1	11	-2
COc1cc(CN2CCC(C(=O)N3CCN(c4ccccc4F)CC3)CC2)ccc1O	11	-5	6	0.7	-1	-7	-6	-3	1
Cc1ccc(CNC(=O)c2nn(C)c(C)c2[N+](=O)[O-])cc1	1	-13	6	-0.4	2	-11	-7	-8	-1
COc1ccc2cc(C3CC(c4cccs4)=NN3S(C)(=O)=O)c(Cl)nc2c1 (centres undefined)	1	-16	-1	-0.3	-5	4	5	-13	-3
COc1ccc(/C=N/NC(=O)c2cnccn2)c(OC)c1OC	/	-3	0	1.1	-2	-5	-8	1	1
O=C(CSc1nc2scc(-c3ccco3)c2c(=O)n1-c1ccccc1)NCC1CCCO1 (centres undefined)	5	4	6	0.0	-5	4	1	-12	11
CC(C)(C)NC(=O)Cn1nnc(-c2ccccc2NC(=O)c2ccco2)n1	-4	10	-2	2.0	-5	2	-10	-4	/
COc1ccc(CCNC(=O)C2(C)CCC(=O)N2Cc2ccc3c(c2)OCO3)cc1OC (centres undefined)	3	5	1	0.4	-5	4	1	-18	0
CN1N=C2c3ccccc3CCC2C1c1ccc(C(F)(F)F)cc1 (centres undefined)	/	23	2	-1.1	-1	-24	-9	-4	-1
CCOC(=O)COc1ccc2nsnc2c1Cl	-3	-1	2	2.0	0	3	2	2	-1
CS(=O)(=O)n1nc(-c2ccco2)nc1N	-2	-9	-1	1.5	-2	-2	-5	-1	0
C/C(=C\C(=O)c1ccc(Cl)cc1)Nc1ccc(Br)cc1	-1	18	-2	0.1	-3	10	-5	8	/
Cc1nc(CSc2ccc(Cl)cc2)cc(N2CCOCC2)n1	-2	-12	0	-1.6	-4	-11	2	9	0
CCc1nnc(NC(=O)CCN2C(=O)c3ccccc3C2=O)s1	4	-3	-2	1.9	-5	-4	-6	1	4
COC(=O)C(C)(C(=O)OC)c1ccc([N+](=O)[O-])cn1	-3	0	9	1.7	-2	9	-3	-4	2
CCN(CC)C(=O)CSc1nc(-c2ccc(C)cc2)nc2c1COC(C)(C)C2	7	2	3	-1.7	-2	6	6	4	-3
COc1ccccc1OC(=O)CCc1nc2ccccc2s1	5	-34	7	1.5	1	-9	-5	-26	6
O=C(Nc1ccccc1)N1CCN(c2ccc(F)cc2)CC1	0	-15	3	-1.4	3	-17	-12	-11	-1
CC(C)OC(=O)CN1C(=O)S/C(=C/c2ccc(N3CCCCC3)o2)C1=O	-6	12	2	-3.8	-2	-5	-8	14	-1
O=C1/C(=C/c2ccccc2)CSc2sccc21	3	-38	0	-5.8	-5	1	2	2	2
C/C(=N/Oc1nc(C)cc(C)n1)c1ccc(Cl)cc1Cl	7	18	2	0.5	-2	-6	-6	-14	1
CC(=O)NCCc1nc2ccccc2n1Cc1ccccc1	4	1	1	-1.8	-2	5	-1	-3	0
C=CCNC(=S)NNC(=O)c1ccc(=O)n(Cc2ccc(Cl)cc2Cl)c1	4	6	4	1.3	-1	-3	-10	-5	1
Cc1ccc(S(=O)(=O)N2CCOCC2)cc1C(=O)NCc1cn2ccsc2n1	4	-15	2	2.0	-2	-8	-9	-8	-1
CCCN(CCC)C(=O)CSc1nc2ccsc2c(=O)n1NC(=O)c1ccccc1	7	14	5	0.6	1	-21	-6	0	2
COc1ccccc1N1CCN(C(c2cccs2)C(C)NC(=O)c2cccnc2)CC1 (centres undefined)	-2	14	0	2.6	-2	8	-8	-12	0
CCCCn1c(SCC(=O)N2CCCCC2)nc2cc(S(N)(=O)=O)ccc21	1	5	5	0.4	0	-5	-4	-1	-1
CN(C)S(=O)(=O)c1cccc(NC(=S)N2CCCCC2CO)c1 (centres undefined)	-1	3	2	-0.9	-3	-6	-2	5	1

Next part.
SMILES	NPY-Y1 antag	NPY1 pot ag	BaF3 parental	S1P4 agonist	Ba/F3 V617F tox	NPY-Y2 PAM-ag	RBBP9 inh	S1P4 antag	Runt-CBFb FRET
CCC(C)[C@H](NC(=O)N1CCN(c2cccc(C(F)(F)F)c2)CC1)C(=O)OC (some centres undefined)	4	-12	4	-0.9	2	0	-6	3	-4
COc1ccc(S(=O)(=O)N(C)C)cc1NCC(=O)Nc1cccc(C#N)c1	-6	-15	7	0.3	-1	-2	-10	19	1
O=C(NCc1ccco1)C1CCN(C(=O)c2cc3sccc3n2Cc2ccc(Cl)cc2)CC1	3	3	3	-0.9	1	13	-15	1	-1
O=C(NC1CCCCC1)N(Cc1cc2cc3c(cc2[nH]c1=O)OCCO3)C1CCCCC1	-2	-3	5	-0.3	-2	2	-4	-16	1
CCNC(=O)COC(=O)c1cc(-c2ccc(OC)cc2)nc2ccccc12	-1	3	10	-0.2	-3	11	-3	1	-6
CC(=O)Nc1n[nH]c(S(=O)(=O)Cc2ccc(Cl)cc2Cl)n1	-4	9	1	-1.4	-5	17	-11	-5	1
CCCCCn1c(SCCN2CCOCC2)nc2c1c(=O)[nH]c(=O)n2C	-3	10	5	2.3	0	6	-4	-6	10
CSc1ccccc1C(=O)NCCOc1ccccc1C	0	-6	-5	-0.9	-2	6	1	1	-2
O=C(NN1CCN(Cc2ccccc2)CC1)c1ccc(Cl)cc1	-2	0	4	1.5	-1	9	-3	-8	1
COC(=O)c1ccccc1NC(=S)NC(=O)COc1ccc(C(C)C)cc1	9	-8	0	-0.8	-4	-10	7	-1	2
COc1ccc(/C=N/NC(=O)c2ccoc2C)cc1COc1ccc(Cl)cc1	9	-34	3	1.9	-4	-51	-26	3	2
Cc1cc(C(C)C)n2c(nc3ccccc32)c1C#N	0	9	3	0.8	-1	-2	-3	-13	6
